FBPA coupling cs – qHTS Assay for Inhibitors of Fructose-1,6-bisphosphate Aldolase from Giardia Lamblia: Coupling assay counterscreen; coupling enzyme system counterscreen, AmpLite Red fluorescence; activity change, negative = inhibition, % at 58.2 µM, hits read low; 290,000 tested, 0.67% active; AID 2472, 2010; in the data active means activity change below about -30%; further: on the % scale 0 is the no-effect control and ±100 the full control effect
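Compounds tested against the coupling enzymes alone at 57.5 uM final; readout was AmpLite Red fluorescence (525/598 nm) after 20 min at RT.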
VP16 counter – VP16 counterscreen qHTS for inhibitors of ROR gamma transcriptional activity; Drosophila S2 Gal4-VP16 UAS-luciferase, luminescence, 20 h; Potency, µM (doses to about 53.6 µM), inactives show top-dose activity, negative = inhibition, usual class: inhibitors; 310,000 tested, 3.5% active;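 further: Gal4-VP16 expression switched on by copper sulfate through the metallothionein promoter; potency means the concentration at half of the fitted maximal effect; on the % scale 0 is the no-effect control and ±100 the full control effect; nearly all actives have a fitted effect of over 50% in size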
RORg inh – qHTS for inhibitors of ROR gamma transcriptional activity; Drosophila S2 Gal4-RORgamma UAS-luciferase reporter, 20 h; Nuclear receptor ROR-gamma (Mus musculus), P51450; Potency, µM (doses to about 53.6 µM), inactives show at the highest dose activity change, negative = inhibition, usual class: inhibitors; AID 2551, 2010; 310,000 tested, 5.4% active; further: potency means the concentration at half of the fitted maximal effect; on the % scale 0 is the no-effect control and ±100 the full control effect; nearly all actives have a fitted effect of over 60% in size
Target sequence (P51450 whole entry, looked up, the tested form may be a part): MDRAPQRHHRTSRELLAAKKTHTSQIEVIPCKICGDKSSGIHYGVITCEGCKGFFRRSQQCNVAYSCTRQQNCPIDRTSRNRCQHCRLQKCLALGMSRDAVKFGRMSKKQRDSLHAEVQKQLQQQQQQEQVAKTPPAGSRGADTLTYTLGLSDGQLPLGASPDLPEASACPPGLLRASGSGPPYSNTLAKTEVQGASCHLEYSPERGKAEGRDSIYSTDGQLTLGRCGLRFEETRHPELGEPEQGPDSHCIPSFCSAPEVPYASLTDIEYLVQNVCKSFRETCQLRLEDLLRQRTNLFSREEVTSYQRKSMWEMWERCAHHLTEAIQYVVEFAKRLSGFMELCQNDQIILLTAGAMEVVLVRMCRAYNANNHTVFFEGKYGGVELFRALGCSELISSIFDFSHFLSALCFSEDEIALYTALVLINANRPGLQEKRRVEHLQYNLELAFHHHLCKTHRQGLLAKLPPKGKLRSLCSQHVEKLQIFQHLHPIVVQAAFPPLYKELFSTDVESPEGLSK
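Read-out: Photinus luciferase luminescence; inhibitors lower reporter signal. Insect Schneider cells with Gal4-ROR gamma fusion under metallothionein promoter, UAS reporter; 700 uM final copper sulfate induction, 20 hr, ambient temperature.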
Giardia kill – Small Molecules that selectively kill Giardia lamblia: qHTS. activity change, % at 7.66 µM, hits read low. AID 540267, 2011. 340,000 tested, 0.15% active. Giardia lamblia trophozoite viability; in the data active means activity change below about -80%; inconclusive means between about -30% and that limit;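 further: parasites exposed to compound for two days anaerobically before the ATP read; on the % scale 0 is the no-effect control and ±100 the full control effect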
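Anaerobic 48 hrs incubation at 37 deg C of 100 trophozoites/well with test compounds; ATPLite 1-Step luminescence, 15-30 min RT, reports cellular ATP as viability.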
Tb PFK block – qHTS Assay to Find Inhibitors of T. brucei phosphofructokinase; ATP-dependent 6-phosphofructokinase (Trypanosoma brucei brucei), O15648; T. brucei PFK, ADP-Glo luminescence; Potency, µM (top dose mostly 57.5 µM), for the others: at the top dose activity, negative = inhibition, actives largely listed as inhibitors; 330,000 tested, 0.17% active; AID 485367, 2010;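 further: potency means the concentration at half of the fitted maximal effect; 0% = uninhibited 1x PFK enzyme wells and -100% = no-enzyme wells; nearly all actives have a fitted effect of over 60% in size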
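Activity is normalized to no-enzyme wells (full inhibition) and 1.25 nM enzyme wells (no inhibition). Reaction: 0.5 mM F6P, 0.1 mM ATP, 45 min RT, ADP-Glo luminescence; concentration-response curves fitted and classed by quality.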
ELG1 genotoxic – qHTS screen for small molecules that induce genotoxicity in human embryonic kidney (HEK293T) cells expressing luciferase-tagged ELG1. HEK293T ELG1-luciferase reporter, luminescence, 16 h. Potency, µM (doses to about 46 µM), without a hit: at the highest dose activity change, positive = activation, actives largely listed as activators. 330,000 tested, 1.3% active. AID 504466, 2011; further: potency means the concentration at half of the fitted maximal effect; % of control where 0% means no effect; nearly all actives have a fitted effect of over 60% in size
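After overnight (16 hr) compound treatment at 37 °C, ELG1-luciferase HEK293T cells were lysed with ONE-Glo; luminescence quantified 30 min later at room temperature.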
NPC1 promoter act – qHTS Assay for NPC1 Promoter Activators; Potency, µM (highest dose often 9.22 µM), for the others: at the top dose activation, most hits filed as activators; 320,000 tested, 2.4% active; AID 485313, 2010; Huh7 NPC1 promoter luciferase reporter, 24 h;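 further: potency means the concentration at half of the fitted maximal effect; % of control where 0% means no effect; nearly all actives have a fitted effect of over 60% in size; reporter is driven by a mutant NPC1 promoter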
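Readout is luciferase luminescence, reflecting NPC1 promoter activation in stably transfected Huh7 cells after 24 h compound exposure at 37 °C in reduced-serum medium with 10% FBS.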
KCNH2 3.1 inh – qHTS for Inhibitors of KCHN2 3.1: Mutant qHTS. U2OS KCNH2 3.1, thallium flux FluxOr; stronger effect = lower value. activity change, % (tested at about 1.8 µM). 340,000 tested, 0.95% active;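 active means maximum activity change below -70%; inconclusive means maximum activity change from -70% to -50%; inactive means maximum activity change above -50%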;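 further: thallium influx rate constant from kinetic fluorescence after stimulation buffer; on the % scale 0 is the no-effect control and ±100 the full control effect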
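Measured as rate of thallium-driven FluxOr signal in transduced U2OS cells carrying the 3.1 channel, read kinetically for 2 min upon stimulation; values are rate constants scaled to DMSO control wells.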
Rab9 promoter act – qHTS Assay for Rab9 Promoter Activators. Huh7 Rab9 promoter-luciferase reporter, luminescence, 24 h. Potency, µM (series often up to 9.22 µM), for inactives: at the top dose activation, negative = inhibition, hits mostly activators. 320,000 tested, 2.8% active. AID 485297, 2010; further: potency means the concentration at half of the fitted maximal effect; % of control where 0% means no effect; nearly all actives have a fitted effect of over 60% in size
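Cells were plated at 1500 per well in reduced-serum medium with 10% FBS and left 2 h. Compound in DMSO was then added for 24 h at 37 °C. Reporter signal was read by luminescence after 10 min with luciferase detection reagent.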
uPA surface inh – qHTS for Inhibitors of Cell Surface uPA Generation; cell surface uPA generation assay, qHTS; Potency, µM (doses to about 38.3 µM), for the others: at the top dose activity change, negative = inhibition, most hits filed as inhibitors; 330,000 tested, 0.31% active; AID 540303, 2011; active means well fitted inhibition curve with a large enough effect; inconclusive means small, poorly fitted or top-dose-only effect; inactive means no such curve, though single readings can be large or run the other way; tested in mouse RAW 264.7 cells; further: potency means the concentration at half of the fitted maximal effect; on the % scale 0 is the no-effect control and ±100 the full control effect; nearly all actives have a fitted effect of over 55% in size
FLuc modulator – qHTS profiling assay for firefly luciferase inhibitor/activator using purifed enzyme and Km concentrations of substrates (counterscreen for miR-21 project). Luciferin 4-monooxygenase (Photinus pyralis), P08659. purified FLuc, Km substrates, luminescence inhibition. Potency, µM (titrated, usually from 57.5 µM), for the others: at the top dose activity change, negative = inhibition, hits mostly inhibitors. 360,000 tested, 6.9% active. AID 588342, 2011;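 further: potency means the concentration at half of the fitted maximal effect; plate controls were vehicle for no effect and reference inhibitor for full effect; nearly all actives have a fitted effect of over 55% in size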
Target sequence (P08659 whole entry, looked up): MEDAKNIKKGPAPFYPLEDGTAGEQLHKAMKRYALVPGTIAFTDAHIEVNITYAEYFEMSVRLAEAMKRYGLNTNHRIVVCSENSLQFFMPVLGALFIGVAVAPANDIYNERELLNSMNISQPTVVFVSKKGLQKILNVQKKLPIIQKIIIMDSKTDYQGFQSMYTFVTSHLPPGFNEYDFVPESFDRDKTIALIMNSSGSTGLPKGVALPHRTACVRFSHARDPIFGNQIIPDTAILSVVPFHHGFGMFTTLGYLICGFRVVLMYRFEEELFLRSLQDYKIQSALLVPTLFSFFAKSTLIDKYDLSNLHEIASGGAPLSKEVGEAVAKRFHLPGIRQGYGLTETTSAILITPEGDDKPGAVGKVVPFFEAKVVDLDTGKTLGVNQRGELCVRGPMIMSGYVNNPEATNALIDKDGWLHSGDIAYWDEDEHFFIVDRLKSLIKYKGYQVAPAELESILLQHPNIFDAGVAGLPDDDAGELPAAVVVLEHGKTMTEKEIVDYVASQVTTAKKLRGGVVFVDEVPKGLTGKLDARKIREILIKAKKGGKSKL
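Biochemical qHTS of compounds, final roughly 60 µM downward over six points, against 10 nM purified firefly luciferase using Km concentrations of substrates (10 uM D-luciferin, 10 uM ATP) in Tris acetate pH 7.5 buffer; luminescence output.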
Numbers without * were called inactive; ? = inconclusive; / = not tested or not shown; [ ] = dose if it differs, or a comment. Unless noted, the call rests on the fitted dose curve; in most records, active means well fitted curve in the direction sought with a large enough effect; inconclusive means small, poorly fitted or top-dose-only effect, or another doubt; inactive means no such curve, though single readings can be large; an effect the other way counts as inactive or inconclusive.

SMILES	FBPA coupling cs	VP16 counter	RORg inh	Giardia kill	Tb PFK block	ELG1 genotoxic	NPC1 promoter act	KCNH2 3.1 inh	Rab9 promoter act	uPA surface inh	FLuc modulator
Cc1ccc(NC(=O)c2csnn2)c(C)c1	2	?	25%	5	2%	5%	-4%	3	-7%	2%	-14%
CCN(C(=O)CN1C(=O)S/C(=C\c2ccc(F)cc2)C1=O)C1CCS(=O)(=O)C1 (stereo not given)	3	29%	?	7	1%	5%	0%	-13	21%	-7%	?
Cc1ccc(N2CCN(C(=O)c3ccccc3NC(=O)c3ccccc3C(=O)O)CC2)cc1	-1	13%	16%	3	4%	2%	-3%	-9	-4%	-6%	0%
COc1ccc(-n2cc(CNCCc3nc(C)cc(C)n3)c(-c3ccccc3Cl)n2)cc1	0	?	-4%	10	2%	-4%	-10%	-49	12%	-7%	?
O=c1n(Cc2ccccc2)c2cc(Cl)cnc2n1Cc1ccccc1	-1	4%[0.365 µM]	41%	-16	-5%	?	3%	3	-6%	3%	3%
CCOc1cc(N2CCOCC2)c(OCC)cc1NC(=O)COc1ccc2ccc(=O)oc2c1	1	-9%	4%	/	2%	5%	0%	/	-1%	/	1%
Cc1cc(-n2c(SCC(=O)NCc3cccs3)nc3n[nH]c(C)c3c2=N)ccc1Cl	3	-9%	41%	8	-2%	1%	-2%	1	3%	/	-1%
Cc1ccc2c(c1)N(C(=O)CCC(=O)N1CCN(c3ccccn3)CC1)CC(C)O2 (stereo not given)	1	-2%	-8%	-23	-2%	-3%	-2%	1	0%	-2%	6%
O=C(COC(=O)c1n[nH]c2ccccc12)NC(=O)NC12CC3CC(CC(C3)C1)C2	4	-27%	-14%	2	-3%	-2%	-3%	-26	6%	-5%	-1%
Cc1nn(CC(=O)NCc2ccc(Cl)cc2)c(C)c1[N+](=O)[O-]	1	0%	-21%	5	5%	-1%	0%	4	-1%	1%	-1%
COc1ccc(CCC(=O)N2CCCSC2=Nc2ccc(C(C)=O)cc2)cc1	5	-16%	?	1	-9%	0%	3%	5	1%	-6%	-7%
Cc1cc(C(=O)OCC(=O)Nc2ccc(S(=O)(=O)N3CCOCC3)cc2)c(C)o1	2	-11%	-1%	-2	-5%	-5%	4%	-7	5%	-2%	1%
Oc1c(Cl)cc(Cl)cc1/C=C/c1ccc2cccc(O)c2n1	-8	7.1µM*	2.5µM*	16	0%	-15%	-35%[inhibitor]	-6	-32%[inhibitor]	-5%	?
CCN(Cc1ccccc1)S(=O)(=O)c1ccc(C(=O)Nc2nnc(C3CC3)o2)cc1	13	0.56µM*	0%	-19	1%	-12%	-12%	-11	-7%	3.5µM*	2%
CCC(=O)N1CCCC(C(=O)c2ccc(-c3ccccc3)cc2)C1 (stereo not given)	1	-9%	?	-5	-2%	3%	1%	12	11%	-1%	?
Cc1cccc(NC(=O)C2CCN(C(=O)c3ccco3)CC2)c1C	0	9%	-8%	-1	-3%	0%	-1%	17	2%	0%	1%
CS(=O)(=O)N(CC(=O)Nc1ccc(S(=O)(=O)N2CCCC2)cc1)c1ccccc1F	3	-16%	?	-8	-2%	0%	-5%	21	-2%	-2%	3%
COc1ccc(Cl)cc1C(=O)NNC(=O)CSc1nnc2ccccn12	8	-1%	-26%	-2	-3%	2%	-4%	-2	19%	2%	-8%
COCCNc1nnc(SCC(=O)Nc2cc(-c3ccccc3)nn2-c2ccccc2)s1	4	-28%	-29%	-15	0%	-4%	-2%	-41	-1%	2%	?
CCc1cc2cc(C)c(C)cc2nc1SCC(=O)Nc1cc(C)on1	4	6%	0%	9	-2%	7%	-4%	-20	-7%	1%	-2%
Cc1cc(C(=O)COC(=O)c2ccc3c(c2)NC(=O)CS3)c(C)n1CCc1ccc(Cl)cc1	-1	6%[10 µM]	-22%	-20	-5%	?	2%	-10	-10%[1.84 µM]	1%	-8%
COc1cccc(NC(=O)NC2CCN(CC(=O)Nc3ccccc3[N+](=O)[O-])CC2)c1	1	-8%	?	-12	-6%	-16%	2%	-11	4%	3%	-5%
COc1cc(C(=O)NCCCCCCNC(=O)c2cc(OC)c(OC)c(OC)c2)cc(OC)c1OC	-1	-10%	10%[1.91 µM]	-14	1%	?	1%	-6	-2%	-5%	-1%
Cc1ccc(N2CC(C)Cn3c2nc2c3c(=O)[nH]c(=O)n2C)cc1C (stereo not given)	1	4%	4%	5	12%	0%	0%	13	-4%	4%	0%

Full records as entered above:
Cc1cc(C(=O)COC(=O)c2ccc3c(c2)NC(=O)CS3)c(C)n1CCc1ccc(Cl)cc1 as listed: FBPA coupling cs = -1; VP16 counter = 6%[10 µM]; RORg inh = -22%; Giardia kill = -20; Tb PFK block = -5%; ELG1 genotoxic = ?; NPC1 promoter act = 2%; KCNH2 3.1 inh = -10; Rab9 promoter act = -10%[1.84 µM]; uPA surface inh = 1%; FLuc modulator = -8%
COc1cccc(NC(=O)NC2CCN(CC(=O)Nc3ccccc3[N+](=O)[O-])CC2)c1 as listed: FBPA coupling cs = 1; VP16 counter = -8%; RORg inh = ?; Giardia kill = -12; Tb PFK block = -6%; ELG1 genotoxic = -16%; NPC1 promoter act = 2%; KCNH2 3.1 inh = -11; Rab9 promoter act = 4%; uPA surface inh = 3%; FLuc modulator = -5%

3 entries drawn at random from the list so far:
SMILES	FBPA coupling cs	VP16 counter	RORg inh	Giardia kill	Tb PFK block	ELG1 genotoxic	NPC1 promoter act	KCNH2 3.1 inh	Rab9 promoter act	uPA surface inh	FLuc modulator
Cc1cccc(NC(=O)C2CCN(C(=O)c3ccco3)CC2)c1C	0	9%	-8%	-1	-3%	0%	-1%	17	2%	0%	1%
Cc1ccc(NC(=O)c2csnn2)c(C)c1	2	?	25%	5	2%	5%	-4%	3	-7%	2%	-14%
O=C(COC(=O)c1n[nH]c2ccccc12)NC(=O)NC12CC3CC(CC(C3)C1)C2	4	-27%	-14%	2	-3%	-2%	-3%	-26	6%	-5%	-1%

Other compounds
SMILES	FBPA coupling cs	VP16 counter	RORg inh	Giardia kill	Tb PFK block	ELG1 genotoxic	NPC1 promoter act	KCNH2 3.1 inh	Rab9 promoter act	uPA surface inh	FLuc modulator
CSc1ccc(S(=O)(=O)NC2CC3CCC2C3)cc1 (stereo not given)	0	-7%	31%[1.91 µM]	-25	-1%	-14%	-1%	-3	0%	6%	0%
O=S1(=O)C=CC(Sc2nc3ccccc3[nH]2)C1 (stereo not given)	-1	1%	-10%	-7	-7%	0%	-2%	28	-31%[inhibitor]	0%	4%
O=C(Nc1ccc(F)c(F)c1)c1oc2ccccc2c1NC(=O)C1CCCO1 (stereo not given)	0	?	28%	-2	-1%	8%	23%	-13	?	14%	2%
CN(C)CCCNc1oc(-c2ccc(Cl)cc2)nc1C#N	-3	2%	?	12	0%	1%	3%	-7	-4%	8%	-11%
CC1(c2ccc(Cl)cc2Cl)NC(=O)N(CC(=O)Nc2ccc3[nH]c(=O)[nH]c3c2)C1=O (stereo not given)	/	/	/	7	?	1%	-3%	-3	5%	10%	4%
Cc1[nH]c(=O)[nH]c(=O)c1S(=O)(=O)NCCOC12CC3CC(CC(C3)C1)C2	0	-1%	17%	1	-6%	-2%	-6%	-30	-4%	2%	1%
CN1CCN(C(=O)c2ccc(N(Cc3ccc(Cl)cc3)S(C)(=O)=O)cc2)CC1	1	15%	0%	8	3%	1%	-5%	-6	0%	-3%	0%
NC(=O)CSc1nnc(NC(=O)c2ccc(Br)o2)s1	/	-7%	-8%	6	-1%	3%	18%	-14	16%	18%	17µM*
COC(=O)C1CCCCN1C(=O)c1ccc2oc(C(C)C)nc2c1 (stereo not given)	-5	-3%	-1%	18	-2%	14%	24%	1	20%	-6%	-23%
Cc1c(C)c2ccc(OS(C)(=O)=O)cc2oc1=O	0	-5%	13%	-11	4%	5%	0%	-4	2%	4%	-6%
Cc1cccc(OC(=O)c2cccnc2)c1	7	-16%	3%[1.91 µM]	3	-4%	1%	-3%	-2	0%	5%	0%
